Pf growth 48h: P. falciparum growth inhibition at 48 hours (one generation); P. falciparum luciferase growth in erythrocytes, 48 h; Potency, µM (top dose mostly 28.7 µM), without a hit: top-dose activity change, negative = inhibition, most hits filed as inhibitors; 310,000 tested, 5.9% active; AID 504832
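In quantitative HTS format, infected erythrocytes bearing luciferase-reporter parasites were treated for a single generation at 37 C. Luminescence after adding detection reagent served as the growth measure.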
LmPK inhibitor: blocks Leishmania mexicana pyruvate kinase activity; Q27686; purified LmPK, Kinase-Glo ATP luminescence, 1 h; Potency, µM (top dose mostly 57.5 µM), without a hit: at the top dose activity change, negative = inhibition, hits mostly inhibitors; 290,000 tested, 0.37% active
Target sequence (Q27686 whole entry, looked up): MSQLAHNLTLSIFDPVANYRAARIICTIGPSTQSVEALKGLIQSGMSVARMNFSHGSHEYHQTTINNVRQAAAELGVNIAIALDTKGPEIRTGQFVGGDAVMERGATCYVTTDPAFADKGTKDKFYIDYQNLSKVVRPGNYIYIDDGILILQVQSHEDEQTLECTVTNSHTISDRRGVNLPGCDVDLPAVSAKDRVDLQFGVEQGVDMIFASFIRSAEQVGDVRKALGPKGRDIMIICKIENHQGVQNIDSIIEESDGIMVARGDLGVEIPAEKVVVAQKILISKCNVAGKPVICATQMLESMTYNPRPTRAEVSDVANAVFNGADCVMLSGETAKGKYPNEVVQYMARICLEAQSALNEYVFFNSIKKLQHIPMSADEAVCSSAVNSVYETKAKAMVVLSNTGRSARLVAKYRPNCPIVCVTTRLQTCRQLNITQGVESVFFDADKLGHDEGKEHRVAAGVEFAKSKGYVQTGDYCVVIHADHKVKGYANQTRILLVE
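ATP generated from ADP (0.1 mM) and PEP (0.5 mM) by 0.1 nM LmPK over 1 h at room temperature (pH 7.2 imidazole buffer) was detected by coupled luciferase luminescence. Values were normalized to uninhibited and no-enzyme wells.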
Pf growth 96h: P. falciparum growth inhibition at 96 hours; P. falciparum luciferase reporter growth, 96 h; Potency, µM (highest dose often 28.7 µM), without a hit: at the highest dose activity change, negative = inhibition, most hits filed as inhibitors; 320,000 tested, 6.9% active
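96 h incubation, 37 C, 5% CO2, of luciferase-reporter P. falciparum-infected RBCs (2% hematocrit, 0.05% parasitemia final) with test compounds; endpoint luminescence.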
TbPYK inhibitor: blocks Trypanosoma brucei pyruvate kinase; TbPYK enzyme, Kinase-Glo Plus ATP luminescence, 45 min; Potency, µM (top dose mostly 76.8 µM), without a hit: top-dose activity, negative = inhibition, hits mostly inhibitors; 410,000 tested, 0.12% active; further: nearly all actives have a fitted effect of over 50% in size
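Activity of T. brucei pyruvate kinase was followed by Kinase-Glo Plus luminescence after the enzyme reacted 45 min at room temperature with 130 uM ADP (final) and substrate. Test compounds were added before ADP at multiple concentrations.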
Sm TGR block: inhibitors of Schistosoma mansoni thioredoxin glutathione reductase. Q962Y6. Potency, µM (series often up to 114 µM), inactives show at the top dose activity change, negative = inhibition, hits mostly inhibitors. AID 485364. purified TGR, DTNB reduction, TNB absorbance 405 nm. 360,000 tested, 3% active; further: nearly all actives have a fitted effect of over 60% in size
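First, TGR (20 nM dispensed) and NADPH were mixed with compound. Second, a 15 min room-temperature incubation followed. Third, further NADPH and then DTNB were added to start the reaction. Finally, TNB absorbance was monitored kinetically.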
HCV inhibitor: HCV inhibition | Huh7.5.1 HCVcc-Cre infection, luciferase reporter, 44 h | Potency, µM (titrated, usually from 41.8 µM), inactives show at the highest dose activity change, negative = inhibition, most hits filed as inhibitors | 340,000 tested, 3.4% active
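HCVcc-Cre virus at an moi near 0.5 was added right after compound to cells cultured 4 h from seeding (1,000 cells/well). Luciferase activity was determined 44 h later, 15 min after substrate addition at RT.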
* marks the source's active call; other numbers are inactive results; ? = inconclusive; / = no result given; & = joins results of further samples; [ ] = dose if it differs, or a comment. The call rests on the fitted dose curve; in most records, active means well fitted curve in the direction sought with a large enough effect; inconclusive means small, poorly fitted or top-dose-only effect, or another doubt; inactive means no such curve, though single readings can be large; an effect the other way counts as inactive or inconclusive. On the % scale 0 is the no-effect control and ±100 the full control effect; potency means the concentration at half of the fitted maximal effect.

SMILES	Pf growth 48h	LmPK inhibitor	Pf growth 96h	TbPYK inhibitor	Sm TGR block	HCV inhibitor
Brc1ccc(-c2nnc(-c3ccc4c(c3)OCO4)o2)o1	198%[activator]	-13%	13%	?	0%	18%
C=CCn1c(NC(=O)c2ccc(C)cc2)c(C#N)sc1=N	-1%	1%	23%	-8%	11%	-6%
CCc1cccc(CC)c1NC(=O)Cn1c(-c2ccc(F)cc2)noc1=O	?	-3%	-7%	2%	35%	21%
O=C(c1ccccc1Cl)N1CCC(n2cccc2)CC1	13%	0%	68%[activator]	3%	-5%	11%
CC(C)c1ccccc1NC(=S)N1CCN(S(=O)(=O)c2cccs2)CC1	?	5%	5.2µM*	2%	-3%	-8%
CC(=O)c1ccc(S(=O)(=O)NC2CC2)cc1	?	3%	17%	-2%	6%	9%
Cc1ccc(Sc2oc(/C=N/n3cnnc3)cc2Br)cc1	22%	-3%	0%	4%	-7%	3%
Cc1ccc2nccc(C(=O)N3CCCC(Nc4ccc(F)cc4)C3)c2c1 (stereo not given)	13%	3%	?	5%	-18%	5%
COc1ccc(NC(=O)c2cccc(NC(=O)C3C4CC5OC(=O)C3C5C4)c2)c(OC)c1 (stereo not given)	?	1%	12%	2%	4%	-2%&3%
Cc1cccc(CCNC(=O)c2nnc(Cc3ccc(Cl)cc3)o2)c1	12%	3%	3%	-2%	-4%	4%[8.37 µM]
COc1ccc(/C(N)=N/OC(=O)CCCc2ccccc2)cc1OC	1%	3%	21%	-12%	-8%	1%
CCOC(=O)CN1NC2(CCC(C)CC2)NC1=S (stereo not given)	/	0%	2%	-18%	1%	12%
CC(=O)Nc1ccc(S(=O)(=O)N(Cc2ccccc2)c2ccccc2)cc1	-5%	3%	?	1%	14%	-14%
Cc1cc(C)c(S(=O)(=O)N2CCN=C2c2ccccc2)cc1C	/	-3%	?	1%	5%	-17%
O=C(COC(=O)CCCOc1ccc(Cl)cc1Cl)NCc1ccc(F)cc1	1%	0%	24%	4%	0%	0%
O=[N+]([O-])c1cccc(C2N3CCCN23)c1 (stereo not given)	-1%	1%	-9%[5.75 µM]	6%	-2%	-10%
CCN(CC)C(=O)c1cc(C(C)(C)C)c(O)c(C(C)(C)C)c1	?	2%	10µM*	-10%	-10%	?
C/C(CC(=O)NC1CCCCCC1)=N\NC(=O)c1cnccn1	8%	1%	-14%	1%	4%	32%[activator]
CC(=O)N1c2ccc(S(=O)(=O)N3CCC(C(=O)NC4CCCCC4C)CC3)cc2CC1C (stereo not given)	-23%	5%	-8%	0%	9%	0%
COc1ccc(OC)c(N/C(N)=N/c2nc(C)cc(C)n2)c1	31%[activator]	-2%	-22%	-1%	0%	?
Cc1cccc(Nc2nc(-c3ccc(F)cc3)cs2)n1	153%[activator]	-7%	12µM*	-1%	6%	?
CCc1ccccc1OCC(=O)N(CC)CC(=O)NCc1ccc(F)cc1	1%	-3%	-28%	0%	-5%	-13%
O=C(COC(=O)c1ccc(NS(=O)(=O)c2ccc3c(c2)OCCO3)cc1)NCC1CCCO1 (stereo not given)	-12%	-1%	4%	3%	0%	0%&-3%
O=C(Nc1nnc(S(=O)(=O)N2CCCCCC2)s1)c1ccccc1F	11%	-7%	21%	0%&-1%	-5%&1%	15%
Cc1ccc(C2=NN(C(=O)CN3CCN(C4CCS(=O)(=O)C4)CC3)C(c3ccco3)C2)cc1 (stereo not given)	-26%	/	1%	-10%	?	?
CCN(CC)CCCN=Cc1c(O)n(CCc2ccc(F)cc2)c(=O)[nH]c1=O	-10%	8%	-16%	-2%	8%	5%
COc1ccc(S(=O)(=O)N(CC(C)C)C2CCS(=O)(=O)C2)cc1OC (stereo not given)	13%	/	35%[activator]	1%	1%	-9%
Cc1ccc(NC(=O)c2csnn2)c(C)c1	47%[activator]	-4%	-8%	2%	-1%	8%
O=C(Nc1ccc(Br)cc1F)c1cccnc1	82%[activator]	-4%	102%[activator]	-3%	0%	?
CNc1cccc2c1C(=O)c1ccccc1C2=O	83%[activator]	-13%	2.9µM*	-8%	-2%	13µM*
CC(C)Nc1ccc(C(CC(N)=O)NC(=O)c2ccccc2)cc1[N+](=O)[O-] (stereo not given)	-5%	-4%	3%	-13%	-1%	-15%
Cc1ccc(/C=C\c2nccc3c2[nH]c2ccccc23)cc1	2.6µM*	-2%	?	0%	/	?
FC(F)(F)c1cc(C(F)(F)F)c2ccc(N3CCN(c4ccccc4)CC3)nc2n1	0%	-2%	39%[activator]	2%	9%	-2%
Cc1ccc(NC(=S)N(Cc2ccc(Br)cc2)Cc2ccc(C(=O)O)cc2)cc1C	8%	9%	?	-15%	2%	-4%
O=C1CCC(=O)N1CN(Cc1ccco1)CN1C(=O)CCC1=O	40%[activator]	-2%	?	-11%	-29%	20%
CCN1C(=O)[C@@H]2[C@@H](c3ccc(SC4CCCCC4)cc3)N3CCC[C@@]3(C(=O)OC)[C@@H]2C1=O	13µM*	/	9.3µM*	1%	-2%	-2%
CC(=O)C1=C(C)NC(=O)CC1c1ccc(F)cc1 (stereo not given)	6%	-6%	16%	3%	/	19%
COC(=O)c1ccccc1NC(=S)N(Cc1ccc2c(c1)OCO2)Cc1cc2cc(C)ccc2[nH]c1=O	?	3%	5%	-5%	0%	?
CCCN(CC(=O)Nc1c(C)cccc1CC)C(=O)SCC	20%	-4%	/	-13%	-21%	3%
COc1ccc(OC)c(NC(=O)C2CCCN(S(C)(=O)=O)C2)c1 (stereo not given)	13%	1%	?	6%	-1%	-1%
Cc1ccc(S(=O)(=O)CC(=O)NCc2ccc(Cl)cc2)cc1	7%	/	1%	1%	-14%	6%
COC(=O)c1ccc(OC)c(CN2CCCN(Cc3ccc(F)cc3)S2(=O)=O)c1	?	8%	6%	1%	-11%	?
Cc1ccc(CN2CC(C(=O)Nc3ccc(S(=O)(=O)Nc4cc(C)nc(C)n4)cc3)CC2=O)cc1 (stereo not given)	2%	4%	?	13%	0%	11%
CCOC(=O)N1CCC2(CC1)CC(=O)c1c(ccc3oc(C(=O)O)c(C)c13)O2	-16%	-8%	/	11%	6%	13%
CC(C)OC(=O)Nc1ccc(N=C(N)N[N+](=O)[O-])cc1	11%	-1%	?	-4%	-5%	3%

2 records drawn at random from those above, as already listed:
SMILES	Pf growth 48h	LmPK inhibitor	Pf growth 96h	TbPYK inhibitor	Sm TGR block	HCV inhibitor
CC(=O)C1=C(C)NC(=O)CC1c1ccc(F)cc1 (stereo not given)	6%	-6%	16%	3%	/	19%
Cc1ccc(NC(=S)N(Cc2ccc(Br)cc2)Cc2ccc(C(=O)O)cc2)cc1C	8%	9%	?	-15%	2%	-4%

(continued)
SMILES	Pf growth 48h	LmPK inhibitor	Pf growth 96h	TbPYK inhibitor	Sm TGR block	HCV inhibitor
COc1ccc(-c2cn3c(C)c(C(=O)Nc4cccc(NC(C)=O)c4)sc3n2)cc1	?	1%	?	/	0%	4%
COc1cc(/C=C/C(=O)NCc2nc3ccccc3[nH]2)cc(OC)c1OC	?	6%	?	-3%	-12%	-4%
CCOC(=O)CNNC(=O)Nc1ccc(Cl)c(Cl)c1	3%	-1%	-11%	-3%	5%	23%
COC(=O)CSc1nc(C)cc(C)n1	-13%	0%	?	-27%	8%	9%
NC1=NC2(CCC(c3ccccc3)CC2)n2c(nc3ccccc32)N1 (stereo not given)	/	-1%	?	-1%	12%	-19%
CCc1ccc2c(c1)N(C[C@H](C)CN(C)C)c1ccccc1S2	17µM*	/	15µM*	0%	/	/
O=C(CSc1nnc(-c2ccc(Br)o2)n1Cc1ccccc1)c1ccccc1F	9.3µM*	-2%	?	-13%	35µM*	-16%&-9%
CCOP(=O)(O)c1ccccc1OCCOc1ccccc1P(=O)(O)OCC	/	5%	-1%	-6%	7%	8%
CCOC(=O)N1CCN(C(=O)c2ccc([N+](=O)[O-])cc2Cl)CC1	-2%	0%	22%	1%	2%	1%
O=S(=O)(c1ccc(OCC(O)CN2CCN(c3ccc(F)cc3)CC2)cc1)N1CCOCC1 (stereo not given)	0%	4%	9.3µM*	-5%	29%	-24%
COc1ccccc1C(CNC(=O)c1cccc(NS(=O)(=O)c2ccc(C)c(F)c2)c1)N(C)C (stereo not given)	?	/	9.3µM*	-10%	-2%	-27%
O=C(O)CNc1nc(-c2ccccc2)nc2c1oc1ccccc12	-4%	0%	-1%	8%	-5%	3%
Oc1ccc(N=Cc2ccc(-c3cccs3)s2)cc1	?	-1%	?	-22%	22µM*	-26%
O=C(O)c1cccc(CN2C(=O)c3ccccc3C2=O)c1	29%	4%	30%	1%	-4%	9%
CC(NCc1ccc(OCC(N)=O)cc1)C12CC3CC(CC(C3)C1)C2 (stereo not given)	?	-5%	12%	4%	1%	-20%
C=CCN(C(=O)c1csnn1)C(C(=O)NC1CCCC1)c1ccc(Cl)cc1 (stereo not given)	-3%	1%	?	-2%	6%	4%
CCOc1ccc(NC(=O)c2ccccc2NS(C)(=O)=O)cc1	/	2%	-16%	5%	20%	9%
Cc1cc(C)n(CCNC(=O)c2ccco2)n1	16%	-6%	1%	-3%	4%	5%
COC(=O)c1cc(Cl)cc2c(C)c(C3(O)CCCCC3)[nH]c12	54%[activator]	-4%	42%[activator]	-1%	5%	8.9µM*
Cc1cc(-c2ccccc2)c2c(=O)[nH][nH]c2n1	5%	-1%	9%	1%	2%	16%
COc1cc(OC)c(OC)cc1CNC(=O)CCN1C(=O)c2cccc([N+](=O)[O-])c2C1=O	6%	0%	15%	0%	-18%	-9%
Cc1ccc(C)c(S(=O)(=O)N2CCN(C(=O)c3cccnc3)CC2)c1	35%[activator]	-11%	75%[activator]	1%	-17%	8%
Cc1ccc(C(=O)OCN2C(=O)c3ccccc3C2=O)cc1S(=O)(=O)N1CCOCC1	6%	/	11%	-7%	-3%	?
CC(OC(=O)CCc1ccccc1)C(=O)Nc1ccc(Cl)cn1 (stereo not given)	-2%	/	12%	-15%	0%	2%[8.37 µM]
Cc1cccc(N2C(=O)NC(=O)/C(=C\c3cccn3-c3ccc(Cl)cc3)C2=O)c1	24%	1%	6%	0%	-39%	?
CCC(CC)c1nn2c(N)c(/C=C3\C=Nc4ccccc43)c(=O)nc2s1	42%[activator]	5%	?	-5%	11%	-11%
CCn1c(SCC(=O)N(C)CC(=O)Nc2ccc(OC)cc2)nnc1-c1ccco1	?	/	?	-9%	-7%	-27%
O=C(NC1CCS(=O)(=O)C1)c1cccc(Cl)c1 (stereo not given)	20%	/	37%[activator]	5%	0%	18%

In the list so far, these have a furan ring, fused or not.
SMILES	Pf growth 48h	LmPK inhibitor	Pf growth 96h	TbPYK inhibitor	Sm TGR block	HCV inhibitor
Brc1ccc(-c2nnc(-c3ccc4c(c3)OCO4)o2)o1	198%[activator]	-13%	13%	?	0%	18%
Cc1ccc(Sc2oc(/C=N/n3cnnc3)cc2Br)cc1	22%	-3%	0%	4%	-7%	3%
Cc1ccc(C2=NN(C(=O)CN3CCN(C4CCS(=O)(=O)C4)CC3)C(c3ccco3)C2)cc1 (stereo not given)	-26%	/	1%	-10%	?	?
O=C1CCC(=O)N1CN(Cc1ccco1)CN1C(=O)CCC1=O	40%[activator]	-2%	?	-11%	-29%	20%
CCOC(=O)N1CCC2(CC1)CC(=O)c1c(ccc3oc(C(=O)O)c(C)c13)O2	-16%	-8%	/	11%	6%	13%
O=C(CSc1nnc(-c2ccc(Br)o2)n1Cc1ccccc1)c1ccccc1F	9.3µM*	-2%	?	-13%	35µM*	-16%&-9%
O=C(O)CNc1nc(-c2ccccc2)nc2c1oc1ccccc12	-4%	0%	-1%	8%	-5%	3%
Cc1cc(C)n(CCNC(=O)c2ccco2)n1	16%	-6%	1%	-3%	4%	5%
CCn1c(SCC(=O)N(C)CC(=O)Nc2ccc(OC)cc2)nnc1-c1ccco1	?	/	?	-9%	-7%	-27%

Copied from the list.
Under Pf growth 48h, O=C(NC1CCS(=O)(=O)C1)c1cccc(Cl)c1 (stereo not given) reads 20%
Under Pf growth 96h, Cc1cccc(N2C(=O)NC(=O)/C(=C\c3cccn3-c3ccc(Cl)cc3)C2=O)c1 reads 6%

Source: PubChem BioAssay
